BAP1 block = inhibitors of human BAP1 deubiquitinase; Q92560; recombinant BAP1, Ub-AMC hydrolysis fluorescence kinetic; hits give low values; activity remaining (% of control), % at 20 µM; 72,000 compounds, 0.48% hits;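 active = activity remaining at or below 50% of control, provided the compound also passes the data quality filters; inactive = the rest, including low values that fail the filters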;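 note: 100% = DMSO wells rate and 0% = substrate alone blank rate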
Target sequence (Q92560 whole entry, looked up): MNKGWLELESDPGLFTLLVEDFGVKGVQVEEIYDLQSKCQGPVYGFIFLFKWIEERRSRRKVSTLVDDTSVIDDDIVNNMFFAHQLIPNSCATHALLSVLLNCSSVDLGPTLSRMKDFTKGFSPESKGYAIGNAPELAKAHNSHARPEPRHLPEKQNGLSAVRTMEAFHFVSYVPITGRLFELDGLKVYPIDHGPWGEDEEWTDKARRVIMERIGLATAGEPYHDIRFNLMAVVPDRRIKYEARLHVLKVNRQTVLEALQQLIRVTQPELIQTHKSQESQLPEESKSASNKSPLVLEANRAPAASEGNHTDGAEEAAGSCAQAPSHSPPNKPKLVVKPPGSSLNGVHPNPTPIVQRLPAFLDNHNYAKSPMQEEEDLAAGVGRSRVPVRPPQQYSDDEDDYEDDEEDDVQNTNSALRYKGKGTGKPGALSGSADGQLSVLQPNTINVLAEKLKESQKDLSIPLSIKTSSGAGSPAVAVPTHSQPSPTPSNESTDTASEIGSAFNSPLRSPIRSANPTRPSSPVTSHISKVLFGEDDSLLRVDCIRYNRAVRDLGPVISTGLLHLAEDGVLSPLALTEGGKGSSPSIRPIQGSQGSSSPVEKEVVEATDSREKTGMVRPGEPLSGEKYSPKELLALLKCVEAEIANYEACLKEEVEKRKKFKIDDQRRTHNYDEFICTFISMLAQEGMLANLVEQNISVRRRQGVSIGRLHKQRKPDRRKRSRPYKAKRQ
HePTP inhibitor = human HePTP phosphatase inhibition; P35236; recombinant HePTP phosphatase activity, OD absorbance; inhibition, % at 20 µM; 110,000 compounds, 0.64% hits; AID 521; in the data active = inhibition above about 50%;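 note: plate controls were vehicle for no effect and reference inhibitor for full effect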
Target sequence (P35236 whole entry, looked up): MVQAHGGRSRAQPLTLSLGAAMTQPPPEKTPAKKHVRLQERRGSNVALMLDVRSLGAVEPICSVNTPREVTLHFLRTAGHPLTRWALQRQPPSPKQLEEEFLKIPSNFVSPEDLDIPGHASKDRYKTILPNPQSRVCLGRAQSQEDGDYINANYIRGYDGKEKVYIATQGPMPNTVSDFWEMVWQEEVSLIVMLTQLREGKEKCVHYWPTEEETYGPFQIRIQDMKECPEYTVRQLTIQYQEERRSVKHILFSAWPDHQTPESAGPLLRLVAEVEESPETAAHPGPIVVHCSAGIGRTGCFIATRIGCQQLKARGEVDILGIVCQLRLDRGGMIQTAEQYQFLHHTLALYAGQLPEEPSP
Numbers without * were called inactive; . = no result given; & = joins results of further samples.

SMILES | BAP1 block | HePTP inhibitor
CCC1Oc2ccccc2N(CC(=O)Nc2ccccc2OC)C1=O (stereo not drawn) | 112 | 8
COc1ccc(F)cc1S(=O)(=O)NC1CC(C)(C)NC(C)(C)C1 | 100 | 8
O=C(Nc1c[nH]c(=O)[nH]c1=O)c1cccc(N2C(=O)c3ccc([N+](=O)[O-])cc3C2=O)c1 | . | -18
O=C(COC(=O)c1ccco1)NCc1ccco1 | 96 | 6
CCc1ccc(-c2nc3cc(NC(=O)c4cccc(OC)c4)ccc3o2)cc1 | . | 7
Cc1ccc(NC(=O)c2ccc(CN(c3ccccc3)S(C)(=O)=O)cc2)cc1Cl | . | -14
O=C(NCC1(c2ccccc2)CCOCC1)c1ccc(Br)o1 | 106 | 3&2
CCCn1c(=O)c(C(=O)Nc2nnc(C)s2)c(O)c2ccccc21 | 79 | 6
COc1ccc(/C=C(\NC(=O)c2ccccc2)C(=O)NCC(C)C)cc1 | . | -6
O=C(Oc1ccc(N2C(=O)CCC2=O)cc1)c1ccco1 | 126 | -1
CCc1ccc(NC(=O)c2nn3c(c2Br)NC(c2ccccc2)CC3C(F)(F)F)cc1 (stereo not drawn) | . | 4
CCOC(=O)c1ccc(-n2c(CN3C(=O)c4ccccc4C3=O)nc3ccccc3c2=O)cc1 | . | 7
C/C(Nc1cccc(C)n1)=C(\C#N)C(N)=O | . | -2
NC(=O)c1oc2ccccc2c1NC(=O)CCc1ccccc1 | 87 | -5
CCCCNC(=O)c1nn(-c2ccccc2OC)c(=O)c2ccccc12 | 84 | 2
Cc1ccc(-c2nnc(SCC(=O)N3c4ccccc4NC(=O)C3(C)C)n2N)cc1 | 102 | 1
CC(C)C1C(C#N)=C(N)SC(N)=C1C#N | 98 | 6
CC(=O)NCCc1ccc(S(=O)(=O)NCc2ccc3c(c2)OCO3)cc1 | 93 | 3
CCOC(=O)c1c(CN(C)C)oc2cc(CN(C)C)c(O)c(CSc3ccccc3)c12 | 99 | 3
Cc1nnc(Nc2cccc(Nc3nnc(C)c4ccccc34)c2)c2ccccc12 | . | 0
C#CCN1C(=O)C(O)(CC(=O)c2cc(OC)ccc2OC)c2ccccc21 (stereo not drawn) | 63 | 3
N=c1c2c(n(Cc3ccccc3)c3c1CCC3)CCC2 | 118 | -1
Cc1cc(NC(=O)CS(=O)(=O)c2cn(Cc3ccccc3Cl)c3ccccc23)no1 | 61 | 6
O=C1C2CCCCC2C(=O)N1c1ccc(Oc2ccc(Br)cc2)cc1 (stereo not drawn) | 64 | .
COc1ccc(Br)cc1CNCCSc1nnnn1C | 108 | 7
CCN(CC)CCCNC(=O)CC1Sc2ccccc2NC1=O (stereo not drawn) | 155 | 7
CC(C)(C)c1cc(S(N)(=O)=O)c2cc(C(C)(C)C)cc(S(N)(=O)=O)c2c1 | . | 3
c1ccc2c(c1)[nH]c1c(N3CCN(C4CCCCC4)CC3)ncnc12 | 371 | 8
Cc1cc(C(F)F)n2ncc(C(=O)NC3CCCCCC3)c2n1 | 129 | 12
Cc1cc(NC(=O)CSc2cn(CCNC(=O)c3ccc(Cl)cc3)c3ccccc23)no1 | 68 | 0

Random excerpt: three records from the list.
SMILES | BAP1 block | HePTP inhibitor
O=C1C2CCCCC2C(=O)N1c1ccc(Oc2ccc(Br)cc2)cc1 (stereo not drawn) | 64 | .
N=c1c2c(n(Cc3ccccc3)c3c1CCC3)CCC2 | 118 | -1
CC(C)(C)c1cc(S(N)(=O)=O)c2cc(C(C)(C)C)cc(S(N)(=O)=O)c2c1 | . | 3

7 entries out of the list, ordered by SMILES length, lowest first:
SMILES | BAP1 block | HePTP inhibitor
CCN(CC)CCCNC(=O)CC1Sc2ccccc2NC1=O (stereo not drawn) | 155 | 7
Cc1cc(C(F)F)n2ncc(C(=O)NC3CCCCCC3)c2n1 | 129 | 12
O=C1C2CCCCC2C(=O)N1c1ccc(Oc2ccc(Br)cc2)cc1 (stereo not drawn) | 64 | .
c1ccc2c(c1)[nH]c1c(N3CCN(C4CCCCC4)CC3)ncnc12 | 371 | 8
C#CCN1C(=O)C(O)(CC(=O)c2cc(OC)ccc2OC)c2ccccc21 (stereo not drawn) | 63 | 3
Cc1cc(NC(=O)CS(=O)(=O)c2cn(Cc3ccccc3Cl)c3ccccc23)no1 | 61 | 6
CC(C)(C)c1cc(S(N)(=O)=O)c2cc(C(C)(C)C)cc(S(N)(=O)=O)c2c1 | . | 3

Continuation.
SMILES | BAP1 block | HePTP inhibitor
CCOc1ccc(C2CC(=O)c3c([nH]c(C(=O)OC)c3C)C2)cc1OC (stereo not drawn) | 107 | -3
Cc1cc(NC(=O)c2cccc([N+](=O)[O-])c2C)ccc1Br | . | 1
Oc1c(CN2CCCCC2)cc(Br)c2cccnc12 | 98 | -6
Cc1cc(SCC(=O)NC(=O)NCc2ccco2)nc2ccccc12 | 96 | 9
O=c1c(-c2ccc(O)cc2)coc2cc(O)cc(O)c12 | 76 | .
COc1cccc(C2CC(c3ccc(C(C)C)cc3)n3nc(N)nc3N2)c1 (stereo not drawn) | 93 | 8
CS(=O)(=O)N(Cc1ccccc1)c1ccc(C(=O)Nc2ccc(CC#N)cc2)cc1 | 72 | .
Cc1occc1-c1nnc(SCC(=O)N2CCOCC2)o1 | 112 | -3
Clc1ccc(N2CCN(N=Cc3cccc(Cl)c3)CC2)cc1 | . | -10
O=C(Cc1ccc(Cl)cc1)NNC(=O)c1ccco1 | . | 11
COc1ccc(-c2csc(N3C(=O)c4ccc(OC)c(OC)c4C3=O)n2)cc1 | . | -10
C#CC1CN(Cc2ccccc2)CC(C#C)N1C (stereo not drawn) | 89 | 5
O=C(c1ccc(I)cc1)N1CCN(c2ccccn2)CC1 | . | -10
Cc1ccc2oc(-c3cccc(NC(=O)COc4ccc(Cl)c(C)c4)c3C)nc2c1 | . | -14
Cc1ccc(-c2[nH]n3c(=O)cc(-c4ccccc4)nc3c2C)cc1 | . | 6
O=C(CSc1nnc(CCCN2C(=O)c3cccc4cccc(c34)C2=O)n1-c1ccccc1)NCCCN1CCOCC1 | . | 3
O=C(NCS(=O)(=O)c1ccccc1)c1ccccc1 | 96 | 7&5
CC(C(=O)c1ccc(Cl)cc1)[n+]1ccccc1 (stereo not drawn) | . | -1
O=C(Nc1cccc(Cl)c1)N(Cc1nc2ccccc2c(=O)[nH]1)C1CCCC1 | 59 | -2
COc1ccc(-c2nn(-c3ccccc3)cc2C(=O)O)cc1 | 99 | -13

Overlap with the part before: two compounds; new compounds follow.
SMILES | BAP1 block | HePTP inhibitor
O=C(Nc1cccc(Cl)c1)N(Cc1nc2ccccc2c(=O)[nH]1)C1CCCC1 | 59 | -2
COc1ccc(-c2nn(-c3ccccc3)cc2C(=O)O)cc1 | 99 | -13
CC(=O)C1C(=O)C=C(c2ccco2)CC1c1ccccc1 (stereo not drawn) | 84 | 7
O=C(O)c1cccnc1SCC(=O)N1CCCCCC1 | 104 | 11
CCSc1nc(N)c2c3c(sc2n1)CCC3 | 96 | 0
C/C(=N\NC(=O)c1ccco1)c1ccco1 | . | 8
CCOc1ccc(C2C(C(=O)NC)=C(C)Nc3nc4ccccc4n32)cc1OC (stereo not drawn) | 94 | 5
COc1ccc(OC)c2c(N3CCN(C)CC3)cc(C(F)(F)F)nc12 | 73 | -7
N#CCSc1nc(-c2ccccc2)cs1 | 55 | 0
COc1cc(N=Cc2c(O)n(-c3ccccc3F)c(=O)[nH]c2=O)cc(OC)c1OC | . | -15
O=C(Nc1nc(-c2cccs2)cs1)c1ccc(Cc2ccccc2)cc1 | 63 | .
CCOC(=O)c1c(C)n(C)c2ccc(OC(=O)C#Cc3ccccc3)cc12 | . | 2
CCOC(=O)c1c(NC(=O)c2ccc(OC)c(OC)c2)sc(C(=O)N2CCCCC2)c1C | . | -7
CCN(Cc1cc2cc(OC)ccc2[nH]c1=O)C(=O)c1ccncc1 | . | 9
Cc1noc(C)c1C(=O)NCCCN1CCCC1=O | 120 | 11
O=C(Nc1ccc(Br)cc1)c1ccc2c(c1)C(=O)N(c1cccc([N+](=O)[O-])c1)C2=O | 81 | .
CCc1nnc(NC(=O)C2CCCN(c3nc4ccccc4s3)C2)s1 (stereo not drawn) | 92 | 3
O=C1/C(=C\c2ccc(O)cc2)SC(=S)N1c1ccc(F)cc1 | . | -7
O=C(NCc1ccncc1)C(F)(F)C(F)(F)C(=O)NCc1ccncc1 | 96 | 3
COc1ccccc1N1CCN(CCCNC(=O)Nc2ccccc2C)CC1 | 98 | 5
Cc1ccc(N/N=C/c2c(C)[nH]n(-c3ccc(C)c(C)c3)c2=O)c(C)c1 | . | -5
CCOC(=O)c1ccccc1NC(=O)c1ccc(NC(C)=O)cc1 | . | 5

Individual results from the list.
HePTP inhibitor with COc1ccc(/C=C(\NC(=O)c2ccccc2)C(=O)NCC(C)C)cc1 reads -6
BAP1 block with O=C(NCC1(c2ccccc2)CCOCC1)c1ccc(Br)o1 reads 106
HePTP inhibitor with Cc1nnc(Nc2cccc(Nc3nnc(C)c4ccccc34)c2)c2ccccc12 reads 0
HePTP inhibitor with CCOC(=O)c1ccccc1NC(=O)c1ccc(NC(C)=O)cc1 reads 5
HePTP inhibitor with Cc1cc(C(F)F)n2ncc(C(=O)NC3CCCCCC3)c2n1 reads 12

(list continues)
SMILES | BAP1 block | HePTP inhibitor
COc1ccc(C(=O)Nn2c(SCC(=O)NCc3ccco3)nc3ccccc3c2=O)cc1 | 96 | 10
Cc1ccc(C(=O)c2cccc(C(=O)c3ccc(C)cc3)c2)cc1 | . | -4
O=C(c1cccc(F)c1)N1CCCC(C(=O)N2CCCC2)C1 (stereo not drawn) | 81 | -4
O=C(Nc1nc(-c2cccs2)cs1)c1cccc2ccccc12 | 194 | .
Cc1ccc(C2=NNC(c3ccc(Cl)cc3)S2)cc1 (stereo not drawn) | . | 6
CN(C)c1cccc(NS(=O)(=O)c2ccccc2)c1 | . | 9
CCCC(=O)Nc1cccc2c1CCCC2 | 99 | 1
COc1ccccc1C1/C(=C(\O)c2ccc(C)cc2)C(=O)C(=O)N1CCCC(=O)O (stereo not drawn) | . | -14
CCCCN(C(=O)NC(=O)Nc1cccc(C)c1C)S(C)(=O)=O | 79 | -2
CCOc1cc(C(=S)N2CCOCC2)ccc1OS(=O)(=O)c1ccc(C)cc1 | . | 5
COC(=O)c1ccccc1NC(=O)CN(C)S(=O)(=O)c1ccc(OC)cc1 | 108 | 1
Cc1ccc(O)c(NC(=O)c2cnn3c(C(F)(F)F)cc(-c4cccs4)nc23)c1 | . | -15
CCOC(=O)Nc1ccc(S(=O)(=O)Nc2cc(C)nc(C)n2)cc1 | . | -15
CCOC(=O)N1CCC(N2C(=O)c3ccccc3C2Nc2ccc3c(c2)OCCO3)CC1 (stereo not drawn) | 105 | 10
O=C(CN1C(=O)c2cccc3cccc1c23)N1CCN(Cc2ccc3c(c2)OCO3)CC1 | 98 | .
CC1CCN(CCCCOc2ccccc2C(C)C)CC1 | . | 4
CCN1CCN(C(=O)c2cc3sccc3n2CC(=O)c2ccccc2)CC1 | 98 | 8
CC1=C(C(=O)OC(C)C)C(c2cccc(Br)c2)NC(=O)N1 (stereo not drawn) | . | 6
Cc1ccc2c(C(=O)CN3CCSCC3)c(C)[nH]c2c1 | 104 | -4
Cc1onc(-c2ccccc2Cl)c1C(=O)N1CCCCC1C(=O)O (stereo not drawn) | 106 | -1
CN(C)CCNC(=S)NC(=O)C12CCC3CC(CC(C3)C1)C2 | . | -8
Cc1ccc(-c2ccc(=O)n(CC(=O)NCCCN3CCCCC3)n2)cc1 | 91 | -6
CC(Nc1ncnc2nc[nH]c12)c1ccccc1 (stereo not drawn) | 90 | -4
CN(C)c1nc(OCCOC(=O)c2ccccc2)nc(N(C)C)n1 | 82 | 8
CCC(=O)Nc1cc(-c2nc3ncccc3o2)ccc1C | . | 5
CCn1c(SCC(=O)NCc2ccco2)nc2cccnc21 | 88 | -3
Cc1ccc(C2c3c(-c4ccccc4O)n[nH]c3C(=O)N2Cc2ccncc2)cc1 (stereo not drawn) | 85 | 3
O=C(CSC1=NS(=O)(=O)c2ccccc21)Nc1ccccc1 | 97 | 1
CCOc1cc(OCC)cc(C(=O)Nc2ccc(C(=O)OC)cc2)c1 | . | -1
COc1cc(C(c2c(C)[nH][nH]c2=O)c2c(C)[nH][nH]c2=O)ccc1OCc1ccccc1Cl | . | 7
O=[N+]([O-])c1ccc2nonc2c1Nc1ccc(Oc2ccccc2)cc1 | 99 | .
C=CCNC(=O)c1cnc2n(c1=O)CCS2 | 105 | 2
O=C(OCCN1CCOCC1)c1ccc(O)cc1O | . | -8
O=C(c1cccc(F)c1)N1CCc2ccccc2C1 | 99 | 2
CCN(CCCNC(=O)C1CCC(=O)N1Cc1ccc(C)cc1)c1cccc(C)c1 (stereo not drawn) | 101 | 5
COc1ccc(Cl)cc1N(CC(=O)NCc1ccco1)S(=O)(=O)c1ccc(C)c([N+](=O)[O-])c1 | . | -2
O=c1[nH]c2c(s1)C(c1ccccc1)C1C3CCC(C3)C1S2 (stereo not drawn) | . | 6
CC1=C(C#N)c2nc(N)c(C#N)c(C)c2/C1=C\c1ccc(C)o1 | . | -8
CCNC(=O)COc1ccc(Br)cc1Cl | 91 | 13
COc1ccc(CCNC(=O)c2cccc(Cl)c2)cc1 | . | -22
COc1ccccc1Nc1nc(N)nc(CN(C)C2CCCCC2)n1 | 135 | -4
COc1ccc(Cl)cc1NC(=O)CN(c1ccc(C)cc1)S(=O)(=O)c1ccc(OC)c(OC)c1 | . | 1
CCOC(=O)c1ccc(NC(=O)CN(c2ccc(C)cc2)S(=O)(=O)c2c(C)n[nH]c2C)cc1 | 90 | 0
CC1=[N+]([O-])C(C)(C)C(c2ccc(C)cc2)=[N+]1[O-] | . | 6
COc1cc(C2/C(=C(\O)c3ccc(F)cc3)C(=O)C(=O)N2c2nncs2)ccc1O (stereo not drawn) | . | 6
